TAG inh – reduces triacylglycerol accumulation in H9c2 cells; Nile Red lipid (TAG) fluorescence; cells loaded with 200 µM oleic acid; inhibition, % at 12.5 µM; actives 0.66% (n = 230,000); AID 651582;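 active = pattern-corrected inhibition of lipid staining of at least 50% with the nuclear-stain viability signal not falling by more than 50%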;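 also: 0% = DMSO wells and 100% = triacsin C control wells; some results filed as inactive read as strong as hits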
TAG inh DAPI viability – further read-out of TAG inh, marked with its call; DAPI nuclei signal change (viability), lower = more cytotoxic, %;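 whole-well DAPI fluorescence read on a plate reader as a viability signal; minus 50 percent equals half of cells still viable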
* hit, by the source's call. These rows are one share of the data (hit frequency here may not be typical).

Results for COC(=O)c1c(C)[nH]c(C(=O)C(C)OC(=O)c2cc(C)oc2C)c1C (stereo not given) ?
TAG inh: -39.6; TAG inh DAPI viability: -2.9

How did O=C(COC(=O)/C=C/c1ccco1)NCc1ccco1 do in these assays?
TAG inh: 3.6; TAG inh DAPI viability: 7.0

How did CCn1c(SCC(=O)Nc2ccc3[nH]c(=O)[nH]c3c2)nc2ccccc21 do in these assays?
TAG inh: 8.2; TAG inh DAPI viability: -9.4

Results for OC(c1ccc(Cl)c(F)c1)c1ncc(-c2cccc(C(F)(F)F)c2)[nH]1 (stereo not given) ?
TAG inh: -46.8; TAG inh DAPI viability: 10.9

Results for CCN(CC)S(=O)(=O)c1cccc(C(=O)NC(C(=O)Nc2nnc(C)s2)C(C)C)c1 (stereo not given) ?
TAG inh: 2.2; TAG inh DAPI viability: -1.4

How did Cc1nc(/N=C(\N)NC(=O)NC2CCCCC2)nc2ccccc12 do in these assays?
TAG inh: 4.9; TAG inh DAPI viability: 3.9

Results for O=S(=O)(NCC1CCCO1)c1cc(Br)c(Br)s1 (stereo not given) ?
TAG inh: -4.2; TAG inh DAPI viability: 5.7

What do the screens show for `Cc1ccc(S(=O)(=O)N2CCC(C(=O)N/N=C/c3ccccc3[N+](=O)[O-])CC2)cc1`?
TAG inh: -1.0; TAG inh DAPI viability: 12.5

What do the screens show for `COC(=O)c1sccc1N(C)S(C)(=O)=O`?
TAG inh: -6.8; TAG inh DAPI viability: -4.4

What do the screens show for `O=C(NCC(c1ccco1)N1CCc2ccccc2C1)c1ccccc1Cl` (stereo not given)?
TAG inh: -9.1; TAG inh DAPI viability: 2.5

How did CCOc1c(O)ccc(/C=C2\SC(=S)NC2=O)c1[N+](=O)[O-] do in these assays?
TAG inh: -0.6; TAG inh DAPI viability: -2.7

How did COCCCNc1oc(COc2ccc(Cl)cc2Cl)nc1C#N do in these assays?
TAG inh: 0.8; TAG inh DAPI viability: 3.9

How did CCCCN(Cc1ccccc1)C(=O)C1CCCN(S(=O)(=O)c2cnc[nH]2)C1 (stereo not given) do in these assays?
TAG inh: 9.3; TAG inh DAPI viability: 3.0

What do the screens show for `Nc1c(Br)cc(Br)c2c1-c1ccc([N+](=O)[O-])cc1C2`?
TAG inh: 28.4; TAG inh DAPI viability: -0.9

How did CCCC#Cc1ccc2c(c1)O[C@H](CN(C)S(=O)(=O)c1cccc(OC)c1)[C@H](C)CN([C@H](C)CO)S2(=O)=O do in these assays?
TAG inh: 25.9; TAG inh DAPI viability: -12.3

What do the screens show for `CCOc1ccc(NC(=O)CN(C)C(=O)Cc2c(C)nc3ccccc3c2C)cc1OCC`?
TAG inh: -1.9; TAG inh DAPI viability: 6.7

How did COc1cc(OC)c(OC)cc1/C=N/NC(=S)NCCN1CCOCC1 do in these assays?
TAG inh: -0.9; TAG inh DAPI viability: -4.5

How did O=C(CC(NCCN1CCOCC1)C(=O)O)Nc1cccc(Cl)c1 (stereo not given) do in these assays?
TAG inh: 14.8; TAG inh DAPI viability: -12.6

What do the screens show for `O=C(Nc1ccc2c(c1)OCO2)C1CCCN1C(=O)NCc1ccccc1` (stereo not given)?
TAG inh: -24.0; TAG inh DAPI viability: 12.1

Results for O=C(N/N=C/c1ccc2cccnc2c1)c1nc2ccccc2c(=O)[nH]1 ?
TAG inh: -6.7; TAG inh DAPI viability: 12.3

How did CCc1nc2ccc(C(=O)NCCN(C)C)cn2c1N(CC)CCOC do in these assays?
TAG inh: 1.8; TAG inh DAPI viability: -6.2

Results for Cc1cc(OCC(=O)c2ccc(Br)cc2)ccc1N1C(=O)CCC1=O ?
TAG inh: 16.6; TAG inh DAPI viability: 5.1

Results for Cc1cc(Br)cnc1NC(=S)Nc1ccc(F)cc1F ?
TAG inh: 3.9; TAG inh DAPI viability: -6.4

Results for CC(C)c1ccc(NC(=O)Cc2ccc(NC3=NC4CS(=O)(=O)CC4S3)cc2)cc1 (stereo not given) ?
TAG inh: 19.9; TAG inh DAPI viability: -11.2

What do the screens show for `CN=C(Nc1cccc(S(=O)(=O)N2CCOCC2)c1)c1ccccc1`?
TAG inh: -27.4; TAG inh DAPI viability: 5.6

How did COCCN(Cc1ccccc1)C(=O)Cc1ccc(S(=O)(=O)N2CCOCC2)s1 do in these assays?
TAG inh: 7.2; TAG inh DAPI viability: -8.1

What do the screens show for `O=C(NCC1CCCO1)c1ccc2[nH]c3c(c2c1)CCCC3` (stereo not given)?
TAG inh: -5.6; TAG inh DAPI viability: 6.1

Results for CCCN(CC1CCCO1)C(=O)c1cc(COc2cccc(OC)c2)on1 (stereo not given) ?
TAG inh: -2.0; TAG inh DAPI viability: -1.7

How did CN(C)/C=C/C(=O)c1ccc(-n2cccc2)cc1 do in these assays?
TAG inh: 12.0; TAG inh DAPI viability: -2.1

How did CCOC(=O)N1CCN(C(=O)CSCc2ccc(C)cc2)CC1 do in these assays?
TAG inh: -17.2; TAG inh DAPI viability: -21.4

What do the screens show for `CSc1nc(-c2ccccc2)nn1S(=O)(=O)c1ccccc1`?
TAG inh: -9.1; TAG inh DAPI viability: 12.9

Results for Cc1cc(C)c(NC(=O)C2CCN(S(C)(=O)=O)CC2)c(C)c1 ?
TAG inh: 22.8; TAG inh DAPI viability: -9.9

How did Cc1c(Cl)c(-c2n[nH]c(=S)n2Cc2ccco2)nn1C do in these assays?
TAG inh: -16.5; TAG inh DAPI viability: 4.1

How did C=CCn1c(=O)[nH]c(=O)c2c(N)c(C(=O)c3ccc(OC)cc3)sc21 do in these assays?
TAG inh: 8.8; TAG inh DAPI viability: 5.6

Results for O=C(CSc1ncn(-c2ccccc2)n1)Nc1ccc2c(c1)OCO2 ?
TAG inh: 3.7; TAG inh DAPI viability: 9.2

Results for CC(C)N(CCNC(=O)COc1ccc2oc3c(c2c1)CCCC3)C(C)C ?
TAG inh: 19.9; TAG inh DAPI viability: -1.4

Results for COCCCN1C(=O)c2ccc(C(=O)Nc3ccccc3OC)cc2C1=O ?
TAG inh: 4.9; TAG inh DAPI viability: -15.6

How did Cc1ccc(NC(=O)CCCc2ccccc2)nc1 do in these assays?
TAG inh: -1.0; TAG inh DAPI viability: 3.6

How did COC(=O)[C@H](CCSC)NC(=O)Nc1cccc(Br)c1 do in these assays?
TAG inh: 5.4; TAG inh DAPI viability: -6.3

How did CCNc1nc(NCC)n2c(SCC(=O)Nc3cccc(F)c3)nnc2n1 do in these assays?
TAG inh: 12.0; TAG inh DAPI viability: -5.7

How did CN(CC(=O)Nc1ccc(Cl)c(C(F)(F)F)c1)C(=O)c1cc(-c2ccncc2)nc2ccccc12 do in these assays?
TAG inh: 12.2; TAG inh DAPI viability: -2.5

What do the screens show for `O=C(NNC(=O)c1c(F)cccc1F)c1sccc1-n1cccc1`?
TAG inh: -4.8; TAG inh DAPI viability: 3.3

What do the screens show for `Cn1c(SCC(=O)c2ccccc2)nc2cccnc21`?
TAG inh: -55.6; TAG inh DAPI viability: -2.4

How did O=C(Nc1ccccc1)C1=C[C@@H](c2ccc3c(c2)OCO3)C[C@@H](OCCCCO)O1 do in these assays?
TAG inh: -19.9; TAG inh DAPI viability: 6.5

How did CCC(=O)N(Cc1cccs1)C1CCOC(C)(C)C1 (stereo not given) do in these assays?
TAG inh: -5.6; TAG inh DAPI viability: 1.5

How did COc1ccc(C(C)(O)c2nc(-c3cccc(C(F)(F)F)c3)cs2)cc1 (stereo not given) do in these assays?
TAG inh: 4.8; TAG inh DAPI viability: -0.9

Results for NS(=O)(=O)c1cccc(NC(=O)COC(=O)c2cc(Cl)ccc2[N+](=O)[O-])c1 ?
TAG inh: -3.0; TAG inh DAPI viability: -5.3

What do the screens show for `O=C(Cc1ccc([N+](=O)[O-])cc1)NNC(=O)c1ccc2c(c1)OCO2`?
TAG inh: -4.8; TAG inh DAPI viability: 1.0

What do the screens show for `O=C(COc1ccccc1)Nc1ccncc1`?
TAG inh: -17.3; TAG inh DAPI viability: 3.1

What do the screens show for `C=CCN1C(=O)C(O)(CC(=O)c2ccccn2)c2ccccc21` (stereo not given)?
TAG inh: 26.6; TAG inh DAPI viability: -24.2

How did CC(C)OCCOc1ccc2oc(-c3ccco3)cc(=O)c2c1 do in these assays?
TAG inh: -1.9; TAG inh DAPI viability: 46.5

How did COc1ccc(C2/C=C\CN(C(=O)c3ccccc3)CC(=O)N2Cc2cccc(F)c2)cc1 (stereo not given) do in these assays?
TAG inh: -17.1; TAG inh DAPI viability: 8.5

What do the screens show for `Cc1ccc(C)c(SCC(=O)Nc2ccc(C)c(S(=O)(=O)N3CCOCC3)c2)c1`?
TAG inh: -10.8; TAG inh DAPI viability: -8.4

Results for COc1ccc(N2C(=NC(=O)c3ccc(Br)cc3)SC3CS(=O)(=O)CC32)cc1 (stereo not given) ?
TAG inh: 23.0; TAG inh DAPI viability: 2.5

How did Cc1cc(C)n(CCC(=O)N2CCCC(N3CCN(c4cccc(Cl)c4)CC3)C2)n1 (stereo not given) do in these assays?
TAG inh: 1.4; TAG inh DAPI viability: 4.5

How did CSc1oc(-c2ccc(F)cc2)nc1S(=O)(=O)c1ccc(F)cc1 do in these assays?
TAG inh: -10.2; TAG inh DAPI viability: -5.2

Results for COCCOC(=O)c1c(C)oc2ccc(NS(=O)(=O)c3cccs3)cc12 ?
TAG inh: -2.7; TAG inh DAPI viability: 9.0

Results for O=C(/C=C/c1cc2c(cc1Br)OCO2)NCc1ccc(F)cc1 ?
TAG inh: -69.7; TAG inh DAPI viability: -0.1

Results for COc1ccc(-n2c(SCC(=O)Nc3ccc4c(c3)OCO4)nnc2C(C)N2CCCCC2)cc1 (stereo not given) ?
TAG inh: -1.9; TAG inh DAPI viability: 1.7

What do the screens show for `Cc1c(C=O)c2ccccc2n1CC(=O)O`?
TAG inh: 7.9; TAG inh DAPI viability: -4.5

What do the screens show for `S=C(Nc1cccc(Br)c1)c1ccccc1`?
TAG inh: 1.5; TAG inh DAPI viability: -12.3

Results for CC(=O)N1CCc2cc(S(=O)(=O)N3CCc4ccccc43)ccc21 ?
TAG inh: -27.2; TAG inh DAPI viability: 0.9

What do the screens show for `Nc1ncnc2c1ncn2Cc1ccccc1`?
TAG inh: -4.9; TAG inh DAPI viability: 1.4

What do the screens show for `CNC(=O)c1cc2ccccc2o1`?
TAG inh: -8.1; TAG inh DAPI viability: -2.0

What do the screens show for `COC(=O)c1ccc(CN2C(=O)NC3(CCCCC3C)C2=O)o1` (stereo not given)?
TAG inh: 10.1; TAG inh DAPI viability: -20.8

Results for Cc1cccc(C)c1OCC(=O)Nc1c(C)nn(C)c1C ?
TAG inh: -0.6; TAG inh DAPI viability: -2.0

Results for COc1ccc2sc(N(CCCN(C)C)C(=O)c3ccc(S(=O)(=O)N4CCCC4)cc3)nc2c1 ?
TAG inh: 19.1; TAG inh DAPI viability: 3.0

Results for Cc1ccc(-c2n[nH]c(=S)n2/N=C/c2cccs2)cc1 ?
TAG inh: -0.4; TAG inh DAPI viability: -1.4

Results for O=C(NC(=S)N1CCN(c2ccc(F)cc2)CC1)C12CC3CC(CC(C3)C1)C2 ?
TAG inh: -0.4; TAG inh DAPI viability: -0.3

Results for Cc1cc(NC(=O)CN(C)CC(=O)Nc2ccc(Cl)c(C(F)(F)F)c2)no1 ?
TAG inh: -3.0; TAG inh DAPI viability: -7.3

How did CC1=C(C#N)C(C)(C)C(C#N)=C(C)N1 do in these assays?
TAG inh: -8.3; TAG inh DAPI viability: -2.4

How did CC(C)CC1C(=O)N(Cc2cn(Cc3ccco3)nn2)CCS(=O)(=O)N1Cc1ccc(-c2ccc(Cl)c(Cl)c2)cc1 (stereo not given) do in these assays?
TAG inh: 18.5; TAG inh DAPI viability: 7.7

Results for CCOc1ccc(NC(=S)N(CCN2CCOCC2)Cc2ccc3c(c2)CCCN3CC)cc1 ?
TAG inh: -8.9; TAG inh DAPI viability: 2.7

What do the screens show for `CC(=O)C1=C(NC(=O)c2ccc(C(F)(F)F)cc2)C[C@@H]2[C@H]1C2(C)C`?
TAG inh: -2.8; TAG inh DAPI viability: 11.0

How did Cc1ccc2c(c1)N(CC(=O)NCc1cccnc1)C(=O)CO2 do in these assays?
TAG inh: -2.0; TAG inh DAPI viability: 14.8

Results for CC(=O)c1ccc(C(=O)N2CCc3c([nH]c4ccccc34)C2c2ccccn2)s1 (stereo not given) ?
TAG inh: -1.7; TAG inh DAPI viability: 8.1

How did c1ccc(OCc2nn3c(-c4ccco4)nnc3s2)cc1 do in these assays?
TAG inh: 10.3; TAG inh DAPI viability: -1.2

Results for O=C(COc1ccccc1Br)N1CCN(C(=O)c2cccs2)CC1 ?
TAG inh: -2.0; TAG inh DAPI viability: 4.3

Results for O=C(COc1ccc([N+](=O)[O-])cc1)NCc1ccccc1 ?
TAG inh: -10.4; TAG inh DAPI viability: 2.4

Results for Cn1nc(C(F)(F)F)cc1Oc1ncc(C(F)(F)F)cc1Cl ?
TAG inh: 3.2; TAG inh DAPI viability: -3.3

7 compounds drawn at random from those above:
Results for Cn1nc(C(F)(F)F)cc1Oc1ncc(C(F)(F)F)cc1Cl ?
TAG inh: 3.2; TAG inh DAPI viability: -3.3

Results for O=C(COc1ccc([N+](=O)[O-])cc1)NCc1ccccc1 ?
TAG inh: -10.4; TAG inh DAPI viability: 2.4

Results for CCOc1ccc(NC(=S)N(CCN2CCOCC2)Cc2ccc3c(c2)CCCN3CC)cc1 ?
TAG inh: -8.9; TAG inh DAPI viability: 2.7

How did c1ccc(OCc2nn3c(-c4ccco4)nnc3s2)cc1 do in these assays?
TAG inh: 10.3; TAG inh DAPI viability: -1.2

What do the screens show for `CC(=O)C1=C(NC(=O)c2ccc(C(F)(F)F)cc2)C[C@@H]2[C@H]1C2(C)C`?
TAG inh: -2.8; TAG inh DAPI viability: 11.0

Results for CC(=O)c1ccc(C(=O)N2CCc3c([nH]c4ccccc34)C2c2ccccn2)s1 (stereo not given) ?
TAG inh: -1.7; TAG inh DAPI viability: 8.1

How did Cc1ccc2c(c1)N(CC(=O)NCc1cccnc1)C(=O)CO2 do in these assays?
TAG inh: -2.0; TAG inh DAPI viability: 14.8
